# Wnt act – Wnt/beta-catenin pathway activators, primary screen, cell-based, plate reader, single point; activation, % at 9.35 µM; hit rate 1.2% among 300,000; Wnt/beta-catenin reporter cell assay, activator; AID 743398, 2014; in the data active = activation above about 30%, passing the limit was not always enough;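 note: 0% = neutral control wells and 100% = positive control wells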
# CDK5 p35 inh – inhibitors of human CDK5/p35 kinase, primary screen, biochemical, single concentration | inhibition, % at 10 µM | AID 488839, 2010 | Recombinant CDK5/p35, ADP-Glo luminescence, 60 min | hit rate 0.01% among 330,000 | Cyclin-dependent kinase 5 (Homo sapiens) + Cyclin-dependent kinase 5 activator 1 (Homo …;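 active = highest replicate inhibition of at least 50% and at least 75% of replicates reaching 50%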;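 note: plate controls were DMSO neutral control for no effect and GW8510 at 10 µM for full effect; many of its hits are not listed in these tables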
# PvdQ acylase – P. aeruginosa PvdQ acylase inhibitors, primary screen, biochemical, fluorescence, plate reader and imaging, single point; PvdQ acylase [Pseudomonas aeruginosa LESB58]; purified PvdQ acylase; inhibition, % at 10 µM; hit rate 0.063% among 340,000; AID 488965, 2010; in the data active = inhibition above about 30%, passing the limit was not always enough;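 note: 0% = vehicle neutral wells and 100% = reference inhibitor wells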
# V-ATPase pHluor – regulators of yeast V-ATPase proton pumping, primary screen, pHLuorin cytosolic pH fluorescence; AID 504577, 2011; S. cerevisiae; response, % at 10 µM; hit rate 0.37% among 350,000; in the data active = response mostly above about 7.3%, no sharp cut-off; inactive = mostly below about 5.4%; note: actives read high; inactives centre near 0; some compounds called inactive have numbers as strong as hits; reference of the scale not given here
# MITF act – activators of MITF-driven TRPM1 promoter reporter, primary screen, cell-based, SK-MEL-5, luciferase, single point | SK-MEL-5 TRPM1-promoter luciferase, 24 h; % of positive control, neutral wells = 0 | hit rate 0.75% among 300,000 | AID 588334, 2011 | activation, % at 12.5 µM;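 active = mean activation of at least 80% with every replicate also reaching 80%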;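 note: 0% = neutral control wells and 100% = parthenolide positive control wells; values of inactives mirror those of a sister screen read the other way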
# NSD2 HMT inh – NSD2 histone methyltransferase inhibitors, primary screen, biochemical, AlphaScreen, single concentration, set 2; hit rate 0.54% among 310,000; NSD2 peptide methylation, 120 min; AID 743445, 2014; inhibition, % at 12.5 µM; in the data active = inhibition above about 50%
# Target sequence (O96028 whole entry, looked up): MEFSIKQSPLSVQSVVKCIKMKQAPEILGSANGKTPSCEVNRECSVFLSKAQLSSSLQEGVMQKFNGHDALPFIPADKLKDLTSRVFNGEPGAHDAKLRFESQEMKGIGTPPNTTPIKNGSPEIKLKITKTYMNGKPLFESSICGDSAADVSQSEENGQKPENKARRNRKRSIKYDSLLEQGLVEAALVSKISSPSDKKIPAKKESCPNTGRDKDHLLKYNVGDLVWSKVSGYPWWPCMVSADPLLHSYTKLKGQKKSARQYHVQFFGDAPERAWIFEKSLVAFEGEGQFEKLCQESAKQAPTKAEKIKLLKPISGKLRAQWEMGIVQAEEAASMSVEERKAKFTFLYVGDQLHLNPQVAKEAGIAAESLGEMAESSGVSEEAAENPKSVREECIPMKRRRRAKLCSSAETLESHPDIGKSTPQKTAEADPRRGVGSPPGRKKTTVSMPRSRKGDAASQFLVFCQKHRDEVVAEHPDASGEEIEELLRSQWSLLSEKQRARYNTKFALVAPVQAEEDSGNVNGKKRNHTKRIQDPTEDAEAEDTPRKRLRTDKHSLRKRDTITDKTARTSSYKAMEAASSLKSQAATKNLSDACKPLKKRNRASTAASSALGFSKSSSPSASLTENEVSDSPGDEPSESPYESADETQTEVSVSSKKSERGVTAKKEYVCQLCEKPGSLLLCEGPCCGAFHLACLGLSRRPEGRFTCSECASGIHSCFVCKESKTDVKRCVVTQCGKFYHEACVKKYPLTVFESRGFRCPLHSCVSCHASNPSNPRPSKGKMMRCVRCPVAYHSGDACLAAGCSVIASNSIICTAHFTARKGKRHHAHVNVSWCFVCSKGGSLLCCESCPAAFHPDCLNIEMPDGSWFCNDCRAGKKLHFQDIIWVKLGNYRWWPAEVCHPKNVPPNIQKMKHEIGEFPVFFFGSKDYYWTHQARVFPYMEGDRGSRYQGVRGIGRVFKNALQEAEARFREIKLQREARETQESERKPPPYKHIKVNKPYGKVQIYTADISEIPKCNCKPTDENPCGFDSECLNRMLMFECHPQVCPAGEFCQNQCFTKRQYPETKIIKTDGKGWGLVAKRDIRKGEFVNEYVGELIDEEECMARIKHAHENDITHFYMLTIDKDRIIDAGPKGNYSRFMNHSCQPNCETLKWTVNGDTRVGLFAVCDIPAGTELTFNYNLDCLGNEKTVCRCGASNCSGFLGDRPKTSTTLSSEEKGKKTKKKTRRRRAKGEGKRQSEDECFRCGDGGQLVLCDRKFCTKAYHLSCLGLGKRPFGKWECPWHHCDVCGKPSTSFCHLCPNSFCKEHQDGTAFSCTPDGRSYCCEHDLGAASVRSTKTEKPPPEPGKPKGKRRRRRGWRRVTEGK
# HTR5A inv ctr – HTR5A inverse agonists in luminescence cell assay, primary screen, counter-screen for OPRM1-OPRD1 heterodimer inverse agonist project, full-deck HTS; AID 504634, 2011; HTR5A cell line, inverse agonism; hit rate 0.083% among 340,000; 5-hydroxytryptamine receptor 5A (Homo sapiens), P47898; inhibition, % at 9.3 µM; in the data active = inhibition mostly above about 23%, no sharp cut-off; inactive = mostly below about 18%;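 note: 0% = cells with DMSO and 100% = no-cell wells with DMSO; some compounds called inactive have numbers as strong as hits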
# dFosB activator – activators of delta FosB homodimer, primary screen, biochemical, fluorescence polarization, TAMRA-CDK5 oligo, single point. purified delta FosB; percent of positive-control signal above neutral wells. activation, % at 25 µM. hit rate 0.99% among 340,000. Protein FosB (Mus musculus), P13346;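 active = mean activation above about 17%, with every replicate also reaching it, limit read from the data, passing the limit was not always enough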;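 note: fluorescence polarization rise as delta FosB binds a TAMRA Cdk5 AP-1 oligo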
# SR-BI HDL uptake – inhibitors of SR-BI mediated HDL lipid uptake, primary screen, ldlA[mSR-BI] cells, fluorescence, single point. ldlA[mSR-BI] CHO cells, DiI-HDL uptake fluorescence, 3 h. AID 488896, 2010. Scavenger receptor class B member 1 (Mus musculus), Q61009. hit rate 0.96% among 320,000. inhibition, % at 12.5 µM;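 active = mean replicate inhibition of at least 70% and a set share of replicates each scoring 70 or more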;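 note: 0% = median of neutral control wells and 100% = median of positive control wells; values of inactives mirror those of a sister screen read the other way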
# HTR5A ag ctr – HTR5A agonists in luminescence cell assay, primary screen, counter-screen for OPRM1-OPRD1 heterodimer agonist project, full-deck HTS | activation, % at 9.3 µM | cell-based | 5-hydroxytryptamine receptor 5A (Homo sapiens), P47898 | hit rate 0.61% among 340,000; in the data active = activation mostly above about 9.5%, no sharp cut-off; inactive = mostly below about 7.6%;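 note: 0% = cells with vehicle only and 100% = reference agonist; strong numbers were not always called active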
# Numbers without * were called inactive; nt = no result given.
Compound,Wnt act,CDK5 p35 inh,PvdQ acylase,V-ATPase pHluor,MITF act,NSD2 HMT inh,HTR5A inv ctr,dFosB activator,SR-BI HDL uptake,HTR5A ag ctr
CC(C)c1ccccc1-n1c(SCC(=O)N2CCN(c3ccccc3)CC2)nnc1-c1cccnc1,nt,1.5,-20,3,-13,4,-19,-21,28,3
CC1=NN(C(=O)Cn2ccc([N+](=O)[O-])n2)C(O)(C(F)(F)F)C1 (stereo not given),-3,-1.1,-11,-2,11,-2,17,1,4,-5
CN(C)CCCOc1cccc(Cl)c1,-1,-0.8,9,1,-3,5,4,-3,-14,-1
COc1ccccc1S(=O)(=O)Cc1ccc(C(=O)N2CCOCC2)o1,-5,-1.2,-8,1,0,nt,-2,2,-10,1
COc1ccc(OCc2nnc(SCC(=O)Nc3ccc(C)cc3)o2)cc1,6,-1.0,-3,0,0,3,-11,8,nt,4
CC(=O)Nc1cc2c(cc1Cl)-c1ccccc1C2O (stereo not given),-3,5.6,2,2,7,1,12,-11,21,-3
O=C(NC1CCCCCC1)C1c2ccccc2C(=O)N1Cc1cccnc1 (stereo not given),nt,-2.0,-2,3,3,-2,-21,-1,-33,7
O=C(CN1CCN(C(=O)c2ccco2)CC1)Nc1ccc(Cl)c(S(=O)(=O)N2CCOCC2)c1,-1,-0.2,-7,1,-3,6,2,-10,-5,-1
COc1ccc(S(=O)(=O)NCC(=O)N(CC(=O)NCC2CCCO2)Cc2ccccc2)cc1 (stereo not given),-2,-0.8,-15,4,-6,0,11,1,-1,3
O=C(CCNS(=O)(=O)c1ccc(Br)cc1)NCCc1ccccc1,-3,-1.0,-3,1,1,nt,2,-8,-10,2
CCOCCCNc1nc2nc3ccc(C)cn3c(=O)c2cc1C(=O)NCC1CCCO1 (stereo not given),3,-1.9,-76,-64,-8,0,9,-5,-11,-3
COc1ccc(-c2noc(CN(C(=O)c3c(-c4ccccc4Cl)noc3C)C(C)C)n2)cc1,-2,1.2,11,-1,-13,-3,18,-11,17,2
[O-][n+]1cccc(C(O)c2ccccc2)c1 (stereo not given),-2,-0.1,-15,-1,nt,-2,-1,-1,7,-3
CCOC(=O)C1(S(=O)(=O)c2ccc(Cl)cc2)CCN(Cc2ccc(Cl)cc2)CC1,-10,-1.9,-2,2,6,-1,0,-8,-11,4
Cc1ncc([N+](=O)[O-])n1CC(=O)Nc1ccccc1,-2,-3.5,-8,1,nt,0,2,-1,13,0
O=C(c1ccccc1NS(=O)(=O)c1ccc(Br)cc1)N1CCOCC1,-1,-2.2,-3,4,-4,3,5,-3,-11,-2
CC1CCCCC1NC(=O)c1nn(C)c2c1CS(=O)(=O)c1ccccc1-2 (stereo not given),-2,0.5,-11,1,11,-1,19,-3,78*,-5
CC(=O)c1c(C(=O)O)[nH]c(C(=O)O)c1C,-3,-1.0,-13,-1,0,0,-10,2,-19,4
O=C(C(=O)N1CCN(c2ccccc2)CC1)c1c[nH]c2ccccc12,5,-0.5,3,-1,1,-1,15,-2,-4,3
C=CCn1c(Sc2ncc([N+](=O)[O-])s2)n[nH]c1=O,-7,-0.3,-16,1,nt,13,-3,0,-21,-3
Cc1ccc(S(=O)(=O)N2[C@@H](c3ccc(Br)cc3)C(C(=O)O)=CC[C@H]2c2ccc3c(c2)OCO3)cc1,-4,-0.7,-6,1,1,nt,2,-1,6,0
CCOC(=O)Cc1csc(NC(=O)c2cc(C)c(C)s2)n1,13,-6.2,-11,2,nt,1,-15,-14,36,2
S=C(NCc1ccccc1)N/N=C/c1cccs1,0,1.0,19,-4,nt,2,-1,2,-9,0
Nc1c(C(=O)NCc2ccco2)nnn1CC(=O)Nc1ccccc1,1,-0.9,-14,0,13,-1,1,8,-17,6
CC(C)(C)OC(=O)N1CCC(C(=O)Nc2cccc(C(=O)NCCCCc3ccccc3)c2)CC1,-2,-0.2,-5,-3,-10,nt,6,-2,44,-2
Cc1nc2ccccn2c1C(=O)/C=C/c1cccc([N+](=O)[O-])c1,-12,0.9,-6,0,-66,nt,10,0,5,-5
Fc1ccc(-n2cc(CNCCc3ccncc3)c(-c3ccccc3Cl)n2)cc1,-2,0.3,-7,6,-8,-5,1,-14,-18,0
COC(=O)c1ccc(-n2nnnc2SC)cc1,-2,-9.4,-6,0,nt,-5,-4,-4,-3,2
Cc1ccnc(NC(=O)CNC(=O)c2ccccc2Br)c1,9,0.8,16,-4,-8,1,-1,1,-15,0
O=c1oc2ccccc2c(O)c1/C=C1\C=Nc2ccccc21,nt,-0.7,12,9,-25,43,6,-8,-6,-4
O=C(OCc1nnc(-c2ccc([N+](=O)[O-])cc2)o1)C1CCN(C(=O)c2ccc(F)cc2)CC1,-2,0.4,1,-1,-11,1,-16,-12,5,-1
Cc1ccc(C(=O)NC(C)c2ccccc2)cc1S(=O)(=O)N1CCOCC1 (stereo not given),-1,-0.7,-5,1,6,-3,4,-2,-5,-4
C#CCOCCOCCOCCNc1nc(N2CCN(C(=O)[C@H]([C@@H](C)O)n3cc(CCCCN)nn3)CC2)nc(N2CCN(C(=O)[C@H](C)n3cc(CCCN=C(N)N)nn3)CC2)n1,nt,0.7,0,2,0,nt,9,-6,-1,-3
CCOc1ncccc1C(=O)N1CCN(C(=O)c2ccccc2)CC1,12,0.7,9,2,-3,-2,-20,-5,-6,5
O=S(=O)([N-]c1nc2ccccc2nc1-[n+]1ccccc1)c1ccc(F)cc1,0,0.2,6,7,14,-3,-3,-8,-22,1
Cc1onc(-c2cccc(Cl)c2Cl)c1C(=O)O/N=C(\N)c1ccc([N+](=O)[O-])o1,2,-0.1,-7,-1,nt,2,-18,-9,12,1
COC(c1ccccc1)c1nnc(CCC(=O)N2CCN(CCOc3ccccc3)CC2)o1 (stereo not given),-1,-0.7,-6,-3,-6,2,5,-8,61,-2
COc1cccc(/C=C2\SC(N3CCCC(C)C3)=NC2=O)c1OC (stereo not given),3,-1.5,-3,0,65,3,-12,-18,32,3
COc1ccc(S(=O)(=O)NCCSCc2ccco2)cc1OC,-3,2.0,-14,-1,-1,0,-18,-3,6,13
COc1ccc(C(=O)NNC(=O)CNC(=O)C2CCCCC2)cc1,-2,-0.6,-5,1,5,0,2,2,8,5

# 3 compounds already listed, sorted by the value under MITF act, smallest number first:
canonical_smiles	MITF act
COc1ccc(S(=O)(=O)NCCSCc2ccco2)cc1OC	-1
C#CCOCCOCCOCCNc1nc(N2CCN(C(=O)[C@H]([C@@H](C)O)n3cc(CCCCN)nn3)CC2)nc(N2CCN(C(=O)[C@H](C)n3cc(CCCN=C(N)N)nn3)CC2)n1	0
O=S(=O)([N-]c1nc2ccccc2nc1-[n+]1ccccc1)c1ccc(F)cc1	14

# Continued.
Compound,Wnt act,CDK5 p35 inh,PvdQ acylase,V-ATPase pHluor,MITF act,NSD2 HMT inh,HTR5A inv ctr,dFosB activator,SR-BI HDL uptake,HTR5A ag ctr
Cc1ccc(-c2nc(=O)[nH]c3ccc(Br)cc23)cc1,-1,-0.3,-16,3,-15,-4,-10,-10,21,3
O=C(CSc1nnc(Nc2ccccc2)s1)NC1CC1,-1,0.0,-3,-1,0,-1,18,2,-10,-7
Cc1cc(C)nc(NC(=O)NC(=O)c2ccccc2)n1,-8,2.7,-14,5,-11,2,6,-13,-14,5
COc1cccc(CNC(=O)C(=O)NCC(c2ccco2)N2CCOCC2)c1 (stereo not given),-3,-0.8,-16,4,-3,-1,-25,-7,-19,0
CC(=O)CSc1ncnc2c1cnn2-c1ccccc1,42*,-0.7,-9,-1,59,-1,14,-11,-4,-5
COc1ccccc1NS(=O)(=O)c1ccc(NC(=O)c2[nH]nc(OC)c2[N+](=O)[O-])cc1,3,-4.8,-12,7,20,2,-3,-4,-20,4
COc1cc(C(=O)Oc2cc(C)[nH]c(=O)c2[N+](=O)[O-])cc(OC)c1OC,0,-1.7,0,2,nt,nt,-5,-3,-7,2
COC(=O)CC1COc2ccccc2N1C(=O)c1cccc(C(F)(F)F)c1 (stereo not given),-1,1.2,-6,2,-14,nt,6,0,-13,-2
CCc1ccc(N2CC(O)=C(c3nc4ccccc4c(=O)[nH]3)C2=N)cc1,-2,0.4,-5,-1,8,-1,7,-11,12,-3
CCC1CCCCN1C(=O)c1ccccc1OC1CCN(S(C)(=O)=O)CC1 (stereo not given),1,-0.4,-11,0,-1,-4,-4,-3,-10,3
CN(C(=O)c1ccc(N2CCCCC2)c([N+](=O)[O-])c1)C1CCS(=O)(=O)C1 (stereo not given),9,1.1,-6,2,6,5,-1,0,14,0
COc1cc(OC)c(NC(=O)c2cccc(F)c2)cc1Cl,0,0.5,-7,-4,-6,-2,3,-7,68,-2
COc1ccc(OCCSc2nnc3c(Cl)cc(Cl)cn23)cc1,nt,-3.8,-12,-6,5,-3,21,-7,-6,2
COc1ccc(OC)c(Nc2nc(N)c([N+](=O)[O-])c(NC3CCCCC3)n2)c1,-1,-0.3,-3,-7,nt,6,22,2,-3,-6
Cc1ccc2nc(/C(C#N)=C\c3ccc(N4CCCCC4)c([N+](=O)[O-])c3)[nH]c2c1,nt,2.2,8,1,-1,4,25,-10,66,0
CCOC(=O)c1c(NC(=O)c2nc3n(n2)C(C(F)F)CC(C)N3)sc2c1CCCC2 (stereo not given),-7,-0.2,4,-2,17,-2,-4,-11,56,-4
COc1ccc(CCNC(=O)C(=O)NCC2CCCN2S(=O)(=O)c2cc(C)ccc2C)cc1 (stereo not given),-1,0.7,-10,-4,-1,-1,22,-8,23,-8
CN1CCc2nc(SCCOc3ccccc3)c(C#N)cc2C1,nt,-1.6,1,-5,18,-1,-15,-7,16,1
CCOc1ccc(N/C(SCc2cccc([N+](=O)[O-])c2)=C(/C#N)C(N)=O)cc1,-1,-0.1,-3,-2,9,-4,25,0,40,2
O=[N+]([O-])c1ccc(N=Nc2c(O)[nH]c3ccc(F)cc23)cc1,20,1.9,-12,0,41,2,14,2,56,-4
N#Cc1c(-c2ccccc2)cc(-c2ccc(O)cc2)nc1N,2,0.8,7,-6,nt,-8,21,-4,52,-6
C/C(=N\N1CCN(Cc2ccc(Cl)cc2)CC1)c1ccc(F)cc1,-3,0.0,-1,2,nt,2,-13,-4,1,3
Cc1ccc(NC(=O)C2C3C=CC4(O3)C2C(=O)N(CCCN2CCCC(C)C2)C4C(=O)NC2CCCCC2)cc1 (stereo not given),2,0.3,6,-2,2,1,14,-2,nt,-5
CS(=O)(=O)Nc1cccc(C2=NN(C(=O)c3ccco3)C(c3cccs3)C2)c1 (stereo not given),1,0.3,-18,0,-1,0,-10,-8,8,-2

# Screening results as filed in PubChem BioAssay.

# Outcome played no part in choosing rows; 5% or so of the library scored in one or more.
